Screens as filed in PubChem.
Hsp70 displacement – small molecules displacing fluorescent ligand from Hsp70 – biochemical, fluorescence polarization, primary screen (AID 583). Hsp70 fluorescence polarization probe displacement, mP; higher % means a stronger effect. one-dose displacement, % at 20 µM; IC50 in µM for titrated hits. 140,000 compounds, 0.06% hits; in the data active = displacement above about 50%;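 also: plate controls were vehicle for no effect and reference ligand for full effect; a part of the inactive calls stands beside numbers as strong as those of hits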
Rat MKP-3 inhibitors – inhibition of rat DUSP6 enzyme activity – biochemical, in vitro, primary screen (AID 425) | recombinant MKP-3 phosphatase activity, fluorescence; higher % means a stronger effect | 110,000 compounds, 0.17% hits | inhibition, % at 20 µM, or IC50 in µM where a hit was titrated; in the data active = inhibition above about 50%;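 also: plate controls were vehicle for no effect and reference inhibitor for full effect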
The depositor's hits bear a star; . = no result given; & = joins results of further samples. An excerpt; rates above refer to the full screens.

A first look, 7 compounds:
Hsp70 displacement | Rat MKP-3 inhibitors | Structure
4.8% | -13% | CC(C)Cc1ccc(C(C)C(=O)Nc2cccc(O)c2)cc1 (stereo not given)
-3.7% | 3% | O=C(O)CCC(=O)NNc1nc(-c2ccccc2)c2cc(Br)ccc2n1
0.2% | 1% | Cc1cccc(NC(=O)c2ccc(C(=O)Nc3cccc(C)n3)cc2)n1
2.4% | 1% | C/C(=C1/SC(=S)N(CCC(=O)O)C1=O)c1ccc(O)cc1
-0.1% | -2% | C=CCn1c(SCC(=O)OCc2ccccc2)nc2c1c(=O)n(C)c(=O)n2C
2.1% | -2%&0% | CCOC(=O)CSc1nc2sc3c(c2c(=O)n1CC)CC(C)(C)OC3
15% | -8% | COc1ccc(C(O)c2nc3ccccc3n2C)cc1OC (stereo not given)

The listing (from the top)
Hsp70 displacement | Rat MKP-3 inhibitors | Structure
4.8% | -13% | CC(C)Cc1ccc(C(C)C(=O)Nc2cccc(O)c2)cc1 (stereo not given)
-3.7% | 3% | O=C(O)CCC(=O)NNc1nc(-c2ccccc2)c2cc(Br)ccc2n1
0.2% | 1% | Cc1cccc(NC(=O)c2ccc(C(=O)Nc3cccc(C)n3)cc2)n1
2.4% | 1% | C/C(=C1/SC(=S)N(CCC(=O)O)C1=O)c1ccc(O)cc1
-0.1% | -2% | C=CCn1c(SCC(=O)OCc2ccccc2)nc2c1c(=O)n(C)c(=O)n2C
2.1% | -2%&0% | CCOC(=O)CSc1nc2sc3c(c2c(=O)n1CC)CC(C)(C)OC3
15% | -8% | COc1ccc(C(O)c2nc3ccccc3n2C)cc1OC (stereo not given)
14% | -2% | CC(=O)c1c(C)nc(-c2ccc(Cl)cc2Cl)n1O
2.0% | -10% | COc1ccc(COC(=O)C2=C(C)NC(=O)NC2c2ccc(O)c(OC)c2)cc1 (stereo not given)
12% | . | Clc1ccc(Nc2nc(-c3ccncc3)cs2)cc1
4.1% | . | N#CC1=C(N)Oc2n[nH]c(-c3ccccc3)c2C1c1ccsc1 (stereo not given)
5.0% | -6% | CCC(=O)N(Cc1cc(=O)[nH]c2ccccc12)c1cccc(C)c1
9.7% | 0% | CC(C)c1nc(SCC(=O)N2CCN(c3ccccc3)CC2)c2c(=O)n(C)c(=O)n(C)c2n1
. | -4% | Cc1nc2nc(Cc3ccccc3)[nH]n2c(=O)c1Cl
-1.6% | -6% | CCOCCn1c(SCCCc2ccccc2)nc2c1c(=O)[nH]c(=O)n2C
-0.2% | -7% | CC1(C)CC(C2N3CC4(C)CN2CC(C)(C3)C4=O)CCO1 (stereo not given)
4.0% | 2% | COc1ccc(C/C(N)=N/OC(=O)Cc2ccc(OC)c(OC)c2)cc1
-3.8% | -17% | Cn1c(=O)c2c(ncn2CC(=O)N2CCN(c3ccc(F)cc3)CC2)n(C)c1=O
1.1% | 9% | Cc1ccc2cc(CN(CC3CCCO3)C(=O)C(C)C)c(=O)[nH]c2c1 (stereo not given)
-17% | 3% | CCOC(=O)/C=C1\SCC(=O)N1Cc1nnc(-c2ccccc2Br)o1
-1.4% | -1% | CCOc1cc(/C=N/NS(=O)(=O)c2ccc(OC)cc2)ccc1OCCN1CCOCC1
-3.4% | 1% | O=C(CCN1C(=O)/C(=C/c2cccs2)SC1=S)Nc1nc2ccccc2s1
1.6% | -16% | CCOC(=O)Cn1c(=O)c2c(nc(N3CCCCC3)n2C)n(C)c1=O
-4.6% | 1% | CCOc1cccc(/C=C2/SC(=S)NC2=O)c1O
3.7% | 1% | O=C(O)C1C2C=CC(O2)C1C(=O)Nc1ccc(F)c(Cl)c1 (stereo not given)
-1.3% | . | CCC(C)NC(=O)C1c2ccccc2C(=O)N(c2ccc(OC)cc2)C1c1ccc(OC)cc1 (stereo not given)
6.7% | -14% | CCc1nnc(NC(=O)C2CCN(c3cnccn3)CC2)s1
-3.6% | -5% | COC(=O)c1ccccc1NC(=O)CSc1nc(-c2ccco2)cc(C(F)(F)F)n1
-1.9% | -2% | CC(c1ccco1)N(C(=O)c1ccc(S(=O)(=O)N2CCCCC2)cc1)c1ccccn1 (stereo not given)
-6.7% | 0% | CN1CCN(C(=O)c2cnn(-c3ccccc3)c2NC(=O)c2ccc(Br)cc2)CC1
3.3% | . | COc1ccc2c(c1)c(C(C)=O)c(C)n2-c1ccccc1
-2.4% | 6% | COc1ccc(Br)cc1C(=O)Nc1ccccc1C(F)(F)F
9.0% | -14% | Nc1nonc1-c1nc2ccccc2n1CC(=O)N1CCN(c2ccc(F)cc2)CC1
-1.9% | 3% | COc1ccc(/C(N)=N/OC(=O)Cc2ccc(OC)c(OC)c2)cc1
-3.0% | . | CCCCn1c(-c2nn(C)c(C)c2Cl)n[nH]c1=S
2.8% | -4% | CC(C)(C)NC(=O)NC12CC3CC(CC(C3)C1)C2
-0.7% | -2% | CC1(C)Cc2c(sc3ncn4nc(-c5ccco5)nc4c23)CO1
2.6% | 0% | O=C(/C=C/c1ccc2c(c1)OCO2)NCC1CCCO1 (stereo not given)
-0.3% | -4% | Cc1ccc(N2C(=O)c3cccc4c(N5CCN(C)CC5)ccc(c34)C2=O)c2cccnc12
1.7% | 0% | CC(=O)c1cccc(NC(=O)C=C(C)C)c1
-0.4% | -2% | O=C(Nc1ccc(Cl)cc1)c1ccccc1[N+](=O)[O-]
1.3% | 6% | CC(c1ccccc1)N1C(=O)c2ccccc2C1(O)Cc1ccccc1 (stereo not given)
-1.4% | 0% | O=C(NNc1nc2ccccc2s1)c1ccc(Br)cc1
-3.9% | 2% | O=C(c1ccc([N+](=O)[O-])cc1)N1CCN(C2CC3CCC2C3)CC1 (stereo not given)
-0.8% | . | COc1ccc(OC)c(NC(=O)CSc2nnc(C3CCCCC3)n2-c2ccccc2)c1
-1.4% | 0% | CCOc1cccc2c1N(C(=O)Cc1ccccc1)C(C)(C)c1ssc(=S)c1-2
1.9% | 0% | Cc1ccc(C(=O)CC2(O)C(=O)Nc3ccccc32)cc1 (stereo not given)
-2.2% | -6% | Cc1cc(N2CCN(c3ccccc3)CC2)nc(-c2ccccc2)n1
-7.9% | . | Cc1ccc(S(=O)(=O)N(C)CC(=O)Nc2ccccc2)cc1
-0.6% | . | Nc1ccc(Nc2ccccc2)cc1
1.5% | 4% | O=C(N/C(=C/c1cccc(Br)c1)C(=O)N1CCOCC1)c1ccccc1
1.2% | . | COCCn1c(SCC(=O)Nc2ccc(S(=O)(=O)N(C)C)cc2)nc2ccccc21
0.2% | -3% | COc1ccccc1CC(=O)Nc1cccc(C)c1C
-0.5% | -1% | COC(C(=O)N1CCCCCC1)(c1ccccc1)c1ccccc1
-2.5% | 2% | O=C(NC1CCCCC1)c1ccc2nc3ccccc3nc2c1
-6.2% | -1% | COc1ccc(N(C(=O)c2cccc(OC)c2OC)C2C=CS(=O)(=O)C2)c(OC)c1 (stereo not given)
0.6% | 0% | CCNC(=O)c1c(C)[nH]c(C(=O)OCC)c1C
2.5% | . | Cc1ccc(NC(=O)Cn2c(=O)n(Cc3ccco3)c(=O)c3ccccc32)c(C)c1
-2.3% | -11% | O=C(NCc1ccccc1)C1CCN(S(=O)(=O)N2CCCCCC2)CC1
0.0% | 2% | CC(C)C(=O)N1c2ccccc2C(N(C(=O)c2ccc(F)cc2)c2ccccc2)CC1C (stereo not given)

Other entries follow:
Hsp70 displacement | Rat MKP-3 inhibitors | Structure
0.8% | 0% | CN(C)CCOC(=O)C12CCC3CC(CC(C3)C1)C2
. | -2% | O/N=C1/CCCSc2ccccc21
-6.3% | -2% | Cc1ccccc1N1CCN(C(=S)c2ccc(N(C)C)cc2)CC1
0.3% | 3% | Cc1cccc(NC(=O)CC2S/C(=N\N=C3/CCCc4ccccc43)NC2=O)c1C (stereo not given)
-13% | . | Cc1ccc2nc(Nc3ccc4[nH]c(=O)[nH]c4c3)c(-n3nc(C)cc3C)nc2c1
0.9% | 10% | CCOc1ccc(-c2csc(/C(C#N)=C\Nc3ccc(F)cc3)n2)cc1
-0.2% | -3% | CC(Cc1ccccc1)NC(=O)c1cc2ccccc2o1 (stereo not given)
1.2% | 3% | COc1ccc(/C=C2\SC(N)=NC2=O)cc1
13% | -13% | COCCN(C(=O)CCCC(=O)Nc1ccccn1)C(C(=O)NC1CCCC1)c1ccc(C)cc1 (stereo not given)
-1.8% | -3% | CS(=O)(=O)N(CC(=O)Nc1ccc2c(c1)OCO2)Cc1ccc(Cl)cc1
-4.2% | . | c1ccc2sc(NC3=NCN(C4CCCCC4)CN3)nc2c1
7.6% | . | O=C(Cc1ccccc1F)Nc1ccc(Cl)nc1
4.4% | . | CC(=O)c1cc2c(cc1NC(=O)CN1CCC(Cc3ccccc3)CC1)OCO2
0.9% | -3% | CCOC(=O)CN1CC23C=CC(O2)C(C(=O)O)C3C1=O (stereo not given)
-1.3% | -20% | Cc1c(O)nc(SC2CC(=O)N(c3ccccc3)C2=O)[nH]c1=O (stereo not given)
7.7% | 2% | CCCCOCCCNC(=O)COc1ccccc1
-1.7% | 0% | CCCCCNC(=O)c1cc(S(=O)(=O)N2CCCCC2)ccc1F
6.4% | 0% | CC(=O)Nc1ccc(S(=O)(=O)NNC(=O)c2ccccc2Cl)cc1
-6.8% | 9% | COC(=O)CC1=NC(=O)CS1
-1.0% | -2% | Cc1cc(C(=O)Nc2ccon2)cs1
-0.7% | . | O=C(CSc1nc2ccc(NC(=O)CSc3nnnn3Cc3ccccc3)cc2s1)Nc1ccccc1
4.8% | 4% | Cc1cc([N+](=O)[O-])ccc1N1C(=O)c2ccc(C(=O)Nc3ccccc3C(=O)O)cc2C1=O
6.5%&2.6% | 0%&2% | CCOc1cc(OCC)cc(C(=O)Nc2cccnc2)c1
5.7% | 0% | COc1ccc(Oc2ccc(Oc3ccc(OC)cc3)cc2)cc1
2.0% | 2% | CCOC(=O)c1c(NC(=O)Cc2ccccc2)sc(C(=O)Nc2cc(C(F)(F)F)ccc2Cl)c1C
. | -5% | COc1ccc(N2CCN(C(c3cc(OC)ccc3OC)c3nnnn3Cc3ccco3)CC2)cc1 (stereo not given)
0.9% | . | COc1ccc(CNC(=O)c2cnn3c(C(F)F)cc(C)nc23)cc1
-0.5% | -2% | Cn1c(=O)[nH]c(=O)c2c1nc(N1CCCCCC1)n2CCCSc1nc2ccccc2o1
0.7% | -7% | COCCCN=C(c1ccco1)n1c(=S)nc(-c2ccco2)n(CCCOC)c1=S
-8.5% | -7% | Cc1nc2ccc(S(=O)(=O)NCC(=O)N3CCC(N4CCCCC4)CC3)cc2s1
3.4% | . | O=C1NC(=S)N/C1=C/c1cc([N+](=O)[O-])ccc1O
0.3% | . | CCn1c(O)c(N=NC2=NC(=O)CS2)c2cc(C)ccc21
0.0% | -13% | Cn1c(=O)c2c(nc(CN3CCN(c4ccccc4)CC3)n2Cc2c(F)cccc2Cl)n(C)c1=O
-1.7% | 4% | Cc1ccc(OCC(=O)Nc2ccc(OC(F)(F)F)cc2)c(C)c1
-0.4% | 3% | O=C(OCCN1CCCCC1)c1cc2ccccc2o1
13% | -11% | COc1ccccc1N(CC(N)=O)S(=O)(=O)c1ccc(C)cc1
0.1% | -1% | COc1cccc(C(=O)N2CCN(C3CCC(c4ccccc4)CC3)CC2)c1OC (stereo not given)
-4.5% | . | Cc1noc(C)c1C(=O)NCc1ccccc1
4.0% | 1% | CCn1c(NC(=O)c2ccc(Cl)cc2)nc2ccccc21
7.2% | . | Cc1cc(NS(=O)(=O)c2ccc(Br)s2)no1
1.1% | -1% | Cc1cc(N2CCC(C)CC2)nc2ccc(N3C(=O)CCC3=O)cc12
5.4% | -7% | COc1ccccc1CNC(=O)C1CCN(Cc2nc(-c3ccc(Cl)cc3)oc2C)CC1
1.1% | -1% | C=CCOC(=O)C1=C(C)NC2=C(C(=O)CCC2)C1c1ccccc1Cl (stereo not given)
-3.0% | -14% | CCOCCCN(Cc1cc2cc(C)cc(C)c2[nH]c1=O)C(=O)N(CC)CC
-2.0% | 2% | COc1ccc(C2/C(=C(\O)c3ccc(Cl)cc3)C(=O)C(=O)N2CCCCCC(=O)O)cc1 (stereo not given)
3.5% | . | CCn1c(SCC(=O)Nc2cc(C)on2)nnc1-c1ccco1
1.8% | 4% | COC(=O)c1ccc(COc2ccc3c(c2)oc(=O)c2ccccc23)cc1
0.9% | -4% | Cc1cc(NC(=O)CN2CC3CC(C2)c2cccc(=O)n2C3)nc2c1c(=O)oc1ccccc12 (stereo not given)
5.7% | . | CC1CCCCN1C(=O)CSc1nnc(Cc2ccccc2)n1C (stereo not given)
2.5% | 4% | COc1ccc(S(=O)(=O)N2CCN(C(=O)c3c(C)nn(-c4ccccc4)c3Cl)CC2)cc1
-1.4% | . | CC(C)c1ccc(N2C(=O)CSC23C(=O)N2CCCc4cccc3c42)cc1 (stereo not given)
-2.0% | -7% | COc1ccc(Cn2nnnc2C(c2ccccc2Cl)N2CCN(C3CCCC3)CC2)cc1 (stereo not given)
5.8% | . | COc1ccc(CC(=O)N2CC3(C)CC2CC(C)(C)C3)cc1 (stereo not given)
-0.4% | . | Cc1cc(OCC(=O)Nc2ccncc2)c(C)cc1Br
2.0% | 1% | O=C(O)c1ccc(C=Nc2cccc3ccccc23)cc1

Molecules listed so far that have a CF3 group (4):
Hsp70 displacement | Rat MKP-3 inhibitors | Structure
-3.6% | -5% | COC(=O)c1ccccc1NC(=O)CSc1nc(-c2ccco2)cc(C(F)(F)F)n1
-2.4% | 6% | COc1ccc(Br)cc1C(=O)Nc1ccccc1C(F)(F)F
2.0% | 2% | CCOC(=O)c1c(NC(=O)Cc2ccccc2)sc(C(=O)Nc2cc(C(F)(F)F)ccc2Cl)c1C
-1.7% | 4% | Cc1ccc(OCC(=O)Nc2ccc(OC(F)(F)F)cc2)c(C)c1

A few values from the results shown:
In Rat MKP-3 inhibitors, COc1cccc(C(=O)N2CCN(C3CCC(c4ccccc4)CC3)CC2)c1OC (stereo not given) reads -1%
In Hsp70 displacement, Cc1noc(C)c1C(=O)NCc1ccccc1 reads -4.5%
